Screening results: PubChem, several laboratories
HSF1 inhib: HSF1 inhibition; AID 2098; NIH3T3-HGL HSE-luciferase, MG132-induced, luminescence 8 h; active compounds read low; hit rate 0.77% among 300,000; activity change, negative = inhibition, % at 7.5 µM (by protocol);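 active = more than half of replicate wells show activity change below -50%, luminescence cut by over half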;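 note: luciferase reports HSF-1 transcriptional activity via heat shock element; 0% = median of DMSO wells and -100% = zero luminescence signal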
AI-2 QS mod: modulators of Vibrio harveyi AI-2 quorum sensing system | Vibrio harveyi JMH597 AI-2 luminescence/OD600 ratio, 9 h; active compounds read low; strain lacks LuxN and CqsS sensors; 0 = neutral-control median | activity change, % at 7.5 µM | hit rate 0.4% among 300,000 | AID 2094; in the data active = activity change below about -75%, passing the limit was not always enough;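 note: luminescence divided by OD600 gain over 9 h not by final OD600 alone; inactives centre near 13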
HSF1 activator: increases HSF-1 driven luciferase reporter signal | NIH3T3-HGL HSF-1 luciferase reporter, MG132, 8 h; 100% = twice DMSO control signal | activation, % at 9 µM | hit rate 1.7% among 300,000;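 active = mean replicate activation of at least 50% with a set share of replicates each reaching 50%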;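 note: 0% = median of the neutral control wells and 100% = twice that signal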
aSyn 5UTR inh: 5' untranslated region of α-synuclein, MLPCN primary screen; alpha-synuclein 5'UTR reporter, inhibitor activity; inhibition, % (tested at 7.5 µM); hit rate 0.82% among 300,000; AID 1813; in the data active = inhibition above about 60%;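 note: H4 neuroglioblastoma cells stably carrying SNCA 5'UTR luciferase fusion; 0% = DMSO wells and 100% = positive control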
IEC-6 tox: kills IEC-6 intestinal cells in KLF5 counter-screen; IEC-6 cytotoxicity, luminescence viability; inhibition, % at 5 µM; hit rate 0.78% among 290,000; in the data active = inhibition above about 22%;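 note: 0% = plate median of test compound wells and 100% = cytotoxic reference compound wells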
HSP90 refold inh: inhibitors of HSP90 luciferase refolding in rabbit reticulocyte lysate; luciferase refolding luminescence, 3 h; hit rate 0.91% among 290,000; inhibition, % at 5.6 µM; AID 1789;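 active = inhibition above the screen-wide mean plus 3 SD, computed separately per campaign, cut at about 16% in these data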;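 note: 0% = DMSO wells and 100% = 60 µM geldanamycin wells; inhibitors lower the luminescence because luciferase stays unfolded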
KLF5 inh: kruppel-like factor 5 inhibition | hit rate 0.23% among 290,000 | inhibition, % at 5 µM | DLD-1 KLF5 promoter-luciferase reporter, luminescence;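 active = inhibition above a per-plate limit of that plate's mean compound inhibition plus 3 SD, cut at about 60% in these data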;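 note: 0% = DMSO wells and 100% = LY294002 at 200 µM; higher means less KLF5 promoter-driven luciferase light; inactives centre near -14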
PolyA inhibitor: blocks polyadenylation in yeast reporter cells; S. cerevisiae SKY197-pL101 polyadenylation reporter, beta-gal luminescence; efflux-impaired pdr1/pdr3 knockout yeast; score 100 = 6 SD above DMSO; calls only at 12 µM; hit rate 0.02% among 300,000;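 active = lowest replicate activity score at least 50, where 100 means six control SD above control mean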;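 note: yeast exposed to compound for 9 h at 30 °C; higher score means more reporter readthrough which indicates perturbed polyadenylation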
GSK3A inh: blocks human GSK-3 alpha kinase | P49840 | ADP-Glo luminescence, 60 min | inhibition, % at 10 µM | hit rate 0.1% among 320,000 | AID 2650;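 in the data active = inhibition above about 50%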;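 note: GST-tagged GSK-3 alpha with peptide substrate and 25 µM ATP; 0% = DMSO neutral wells and 100% = GW8510 positive control wells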
Target sequence (P49840 whole entry, looked up): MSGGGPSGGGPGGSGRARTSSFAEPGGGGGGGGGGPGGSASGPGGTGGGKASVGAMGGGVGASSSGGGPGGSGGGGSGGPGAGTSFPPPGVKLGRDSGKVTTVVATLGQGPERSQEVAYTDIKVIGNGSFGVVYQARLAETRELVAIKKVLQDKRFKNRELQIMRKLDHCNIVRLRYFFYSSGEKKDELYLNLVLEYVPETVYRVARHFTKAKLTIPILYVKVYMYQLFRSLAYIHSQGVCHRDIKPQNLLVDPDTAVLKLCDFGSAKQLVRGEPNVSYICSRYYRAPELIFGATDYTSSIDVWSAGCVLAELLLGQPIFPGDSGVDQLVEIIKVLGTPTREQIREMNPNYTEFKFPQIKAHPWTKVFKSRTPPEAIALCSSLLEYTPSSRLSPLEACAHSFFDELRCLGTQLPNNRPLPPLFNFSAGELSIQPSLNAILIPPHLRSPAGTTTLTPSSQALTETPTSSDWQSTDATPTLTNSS
GSK3B inh: inhibitors of human GSK3beta kinase; GST-GSK3beta kinase, ADP-Glo luminescence, 60 min; active compounds read low; hit rate 0.038% among 300,000; activity score (negative = inhibition), % at 10 µM; P49841;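 active = more than half of replicate wells score below -50%, meaning over 50% inhibition versus plate controls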;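 note: 0% = median DMSO wells and -100% = median GW8510 positive control wells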
Target sequence (P49841 whole entry, looked up): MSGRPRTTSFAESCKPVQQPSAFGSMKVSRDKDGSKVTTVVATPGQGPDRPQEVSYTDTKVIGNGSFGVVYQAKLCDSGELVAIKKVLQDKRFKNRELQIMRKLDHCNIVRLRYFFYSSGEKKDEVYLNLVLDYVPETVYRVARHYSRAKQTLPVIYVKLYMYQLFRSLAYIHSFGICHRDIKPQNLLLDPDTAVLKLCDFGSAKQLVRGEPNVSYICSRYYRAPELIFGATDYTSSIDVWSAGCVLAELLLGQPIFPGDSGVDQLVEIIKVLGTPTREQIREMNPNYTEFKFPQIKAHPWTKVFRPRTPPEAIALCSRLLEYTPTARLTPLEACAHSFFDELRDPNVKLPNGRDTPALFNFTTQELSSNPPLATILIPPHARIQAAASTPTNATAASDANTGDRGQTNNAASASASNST
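Assay system: GST-fused GSK3beta enzyme, cell-free / Medium: Tris pH 7.5 buffer with MgCl2, DTT, BSA, heparin / Also added: peptide substrate plus 25 µM ATP (final) / Compound: 10 µM single point / Timing: kinase reaction with compound 60 min at room temperature / Detection: ADP-Glo luminescence / Benchmarks: DMSO neutral wells and GW8510 at 20 µM as positive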
Numbers without * were called inactive; i = inactive; nt = no result given.

item	structure	HSF1 inhib	AI-2 QS mod	HSF1 activator	aSyn 5UTR inh	IEC-6 tox	HSP90 refold inh	KLF5 inh	PolyA inhibitor	GSK3A inh	GSK3B inh
1	CC1(C)OC(=O)C(=CNc2cccc(O)c2)C(=O)O1	-5	9	8	4	-5	-1	-14	i	3	2
2	COC(=O)c1cc(S(=O)(=O)NCCc2sccc2C)c[nH]1	5	23	12	-10	3	-5	-11	i	-1	-1
3	O=C(NC1CCCCC1)c1ccc([N+](=O)[O-])o1	-2	nt	16	-79	68*	2	-10	i	-2	nt
4	Fc1cccc(COc2ccccc2C(=S)N2CCCC2)c1	5	-13	17	25	-5	0	-16	i	-1	1
5	COc1ccc(CCC(=O)NC2CCCN(Cc3ccc(Cl)cc3)C2)cc1OC (stereo unspecified)	5	21	18	6	-6	-4	-19	i	2	1
6	COC(=O)c1ccc(N/C=C\C(=O)c2ccc3c(c2)OCO3)cc1	-11	6	-19	-133	-6	1	-3	i	-2	-4
7	CC1CCN(C2(O)C(=O)Nc3ccc(Br)cc32)CC1 (stereo unspecified)	-4	21	8	15	6	3	-16	i	-3	0
8	Cc1ncc(CO)c(/C=N/NC(=O)c2ccc(O)cc2)c1O	9	0	15	14	3	-4	21	i	1	0
9	Cc1csc(SCC(=O)NC(C)c2ccccc2)n1 (stereo unspecified)	4	12	1	-5	-6	-3	-30	i	0	-3
10	CCn1c(=N)n(CC(=O)c2ccc(Br)s2)c2ccccc21	-2	10	-16	-51	6	-1	3	i	0	-1

Compounds from the list above that contain nitrogen in an aromatic ring, in the order listed:
item	structure	HSF1 inhib	AI-2 QS mod	HSF1 activator	aSyn 5UTR inh	IEC-6 tox	HSP90 refold inh	KLF5 inh	PolyA inhibitor	GSK3A inh	GSK3B inh
2	COC(=O)c1cc(S(=O)(=O)NCCc2sccc2C)c[nH]1	5	23	12	-10	3	-5	-11	i	-1	-1
8	Cc1ncc(CO)c(/C=N/NC(=O)c2ccc(O)cc2)c1O	9	0	15	14	3	-4	21	i	1	0
9	Cc1csc(SCC(=O)NC(C)c2ccccc2)n1 (stereo unspecified)	4	12	1	-5	-6	-3	-30	i	0	-3
10	CCn1c(=N)n(CC(=O)c2ccc(Br)s2)c2ccccc21	-2	10	-16	-51	6	-1	3	i	0	-1

Next compounds.
item	structure	HSF1 inhib	AI-2 QS mod	HSF1 activator	aSyn 5UTR inh	IEC-6 tox	HSP90 refold inh	KLF5 inh	PolyA inhibitor	GSK3A inh	GSK3B inh
11	CCc1c(C)[nH]n(CCC#N)c1=O	-7	9	-6	1	0	3	-18	i	-1	1
12	O=C1Nc2ccccc2C1c1ncc(C(F)(F)F)cc1Cl (stereo unspecified)	6	18	9	9	6	-3	-29	i	0	1
13	C=CCn1c(C)nc2c(sc3nc4c(cc32)COC(C)(C)C4)c1=O	31	39	53*	-130	-1	3	-162	i	1	-4
14	CCC(=O)N1CCc2cc(S(=O)(=O)NC(C(=O)NCc3ccc(C)cc3)C(C)C)ccc21 (stereo unspecified)	-48	33	-59	5	2	-1	-21	i	-5	3
15	Oc1[nH]c2ccccc2c1N=Nc1c(F)c(F)c(Cl)c(F)c1F	-2	18	4	-36	1	0	-20	i	-1	-1
16	O=C(O)c1ccc(COc2c(F)c(F)c(F)c(F)c2F)o1	-5	26	0	16	5	2	4	i	nt	6
17	CC1(/[N+]([O-])=C/c2cccc(Cl)c2)CCCCC1=O (stereo unspecified)	0	10	-12	2	3	-4	-5	i	-13	2
18	COc1cc(C2C(C(=O)c3cccs3)=C(O)C(=O)N2CCN2CCOCC2)cc(OC)c1OC (stereo unspecified)	-1	26	5	11	-4	-2	-24	i	0	3
19	CC12CCC(C(=O)NCCCN3CCOCC3)(OC1=O)C2(C)C (stereo unspecified)	-7	4	-26	-10	1	-1	-8	i	1	1
20	C/C(=N/NC(=O)c1sc(NS(=O)(=O)c2ccc(C)cc2)nc1C)c1sc(N)nc1C	-5	17	2	12	4	-4	-24	nt	2	1

Brought forward from above: four compounds; new compounds follow.
item	structure	HSF1 inhib	AI-2 QS mod	HSF1 activator	aSyn 5UTR inh	IEC-6 tox	HSP90 refold inh	KLF5 inh	PolyA inhibitor	GSK3A inh	GSK3B inh
17	CC1(/[N+]([O-])=C/c2cccc(Cl)c2)CCCCC1=O (stereo unspecified)	0	10	-12	2	3	-4	-5	i	-13	2
18	COc1cc(C2C(C(=O)c3cccs3)=C(O)C(=O)N2CCN2CCOCC2)cc(OC)c1OC (stereo unspecified)	-1	26	5	11	-4	-2	-24	i	0	3
19	CC12CCC(C(=O)NCCCN3CCOCC3)(OC1=O)C2(C)C (stereo unspecified)	-7	4	-26	-10	1	-1	-8	i	1	1
20	C/C(=N/NC(=O)c1sc(NS(=O)(=O)c2ccc(C)cc2)nc1C)c1sc(N)nc1C	-5	17	2	12	4	-4	-24	nt	2	1
21	Cc1ccc(C(=O)CCC(=O)OCc2nnc(-c3ccccc3)o2)cc1	-1	16	2	-40	nt	nt	nt	i	0	-1
22	COC(=O)c1c(C(=O)OC)c(-c2ccc(F)cc2)n2c1CS(=O)C2 (stereo unspecified)	-6	1	-5	13	2	4	-10	i	-1	4
23	NC(=O)C1CCN(C(=O)c2cc(S(=O)(=O)N3CCOCC3)c(Cl)cc2Cl)CC1	-11	17	3	12	-7	-2	-32	i	1	-2
24	CC1(C)Cc2c(c(-c3ccccc3)nc(N3CCCC3)c2C(N)=O)CO1	-10	8	-34	8	-3	5	-21	i	1	-1
25	NNC(=O)Nc1cccc(C(F)(F)F)c1	0	0	-3	-25	0	0	12	i	-2	2
26	COc1ccc(C(CNC(=O)c2ccc(S(=O)(=O)N(C)C)cc2)N2CCCC2)cc1 (stereo unspecified)	7	18	36	5	-5	-2	-34	i	-1	0
27	CCCCCCCCC(=O)N/N=C(\C)c1ccco1	2	12	11	18	-2	3	-20	i	0	-3
28	O=C(O)CSCC(=O)Nc1ccccn1	5	10	-14	5	-5	-8	-11	i	9	1
29	O=C(/C=C/Nc1cccc(C(F)(F)F)c1)c1ccco1	3	13	16	-174	1	4	-11	i	0	-4
30	OCCCn1c(C2CCCN2c2nc(-c3ccc(Cl)cc3)cs2)nc2cc(Cl)c(N3CCCCC3)cc21 (stereo unspecified)	-5	1	-20	35	nt	nt	nt	i	-4	3

New compounds follow
item	structure	HSF1 inhib	AI-2 QS mod	HSF1 activator	aSyn 5UTR inh	IEC-6 tox	HSP90 refold inh	KLF5 inh	PolyA inhibitor	GSK3A inh	GSK3B inh
31	COc1ccc(-n2nc(C(=O)NCC(=O)NC3CCCCC3)c3ccccc3c2=O)c(OC)c1	2	24	-1	16	-5	0	-20	i	-1	-1
32	CC(=O)N1CCN2C(=O)C1CCCC(=O)c1cc(C)ccc12 (stereo unspecified)	0	15	2	9	3	1	-42	i	1	7
33	CCOc1ccccc1-c1nc(-c2cc3ccc(C)cc3[nH]c2=O)no1	14	29	14	3	7	1	-1	i	-1	-3
34	CSc1oc(-c2ccccc2)nc1S(=O)(=O)c1ccc(C)cc1	-1	31	-13	36	-2	4	-29	i	nt	1
35	Cn1c(-c2cnn(-c3ccccc3)c2N)n[nH]c1=S	1	11	23	0	1	-1	-37	i	-1	2
36	CN(C(=O)CCc1nnc(Cc2ccc(-c3ccccc3)cc2)o1)C1CCOCC1	nt	9	nt	-1	-3	2	-9	i	-3	-4
37	Cc1cc(NC(=O)CCC(=O)N(Cc2ccco2)C2(C(=O)NC3CCCC3)CCCCC2C)no1 (stereo unspecified)	0	14	12	8	-2	0	1	i	-3	1
38	O=C(CSc1nc2ccccc2n1CC(=O)N1CCCC1)Nc1ccc2c(c1)OCO2	-1	-5	8	12	-4	-3	-23	i	2	4
39	CCc1nc(N)c(C#N)c(-c2ccc(O)c(OC)c2)c1C	-9	0	-7	27	2	0	-21	i	nt	0
40	CCC(Sc1nc(C)cc(=O)[nH]1)C(=O)Nc1sc2c(c1C#N)CCCC2 (stereo unspecified)	2	11	-2	21	-1	-2	-16	i	-7	5

Remaining list, next part:
item	structure	HSF1 inhib	AI-2 QS mod	HSF1 activator	aSyn 5UTR inh	IEC-6 tox	HSP90 refold inh	KLF5 inh	PolyA inhibitor	GSK3A inh	GSK3B inh
41	CN1/C(=C\C(=S)NC(=O)c2cccc(Br)c2)C(C)(C)c2ccccc21	-13	15	-3	-14	1	2	7	i	0	1
42	COc1ccc2[nH]c3c(N4CC(C)OC(C)C4)ncnc3c2c1 (stereo unspecified)	4	-4	28	-18	5	2	12	i	-11	3
43	Cc1ccc2ncnc(Nc3ccc(C)c(C)c3)c2c1	-9	-2	5	-45	18	1	-37	i	0	1
44	CC(C)Oc1ccc(S(=O)(=O)N(C(C)C)C(C)C)cn1	-13	-22	-11	4	3	7	-31	i	-2	1
45	CC(O)c1nc2ccccc2n1C/C=C/c1ccccc1 (stereo unspecified)	-3	12	-7	21	-2	2	-33	i	0	0
46	COCCn1c(CN2CCN(c3ccccc3)CC2)nc2c1c(=O)n(C)c(=O)n2C	-3	0	26	27	2	1	-11	i	0	0
47	COc1ccc(C(=O)NNC(=O)OC(C)(C)C)cc1	2	7	8	-10	0	-2	-28	i	0	1
48	Cc1ccc(-c2nc(N)n(C(=O)c3ccco3)n2)cc1	8	-3	0	-29	0	0	2	i	-2	3
49	COC(=O)c1sc(-c2ccc(Cl)cc2)cc1NC(=O)c1ccccc1C(=O)O	10	25	36	-55	3	-6	-59	i	-5	4
50	O=C(CCCC(=O)N1CCN(c2ccccc2F)CC1)c1ccccc1	15	14	26	-76	3	-6	-36	i	-1	2
51	COC(=O)c1[nH]c2c(c1C)C(=O)CC(c1cc(OC)ccc1OC)C2 (stereo unspecified)	14	24	33	-29	6	2	5	i	-1	-1

The list is partial. The share of hits here may be higher or lower than overall.
